A549 tox = counter-screen for Nrf2 inhibitors: cytotoxicity in A549 cells; A549 ARE-Fluc cells, CellTiter-Fluor viability, 18-24 h; Potency, µM (titrated, usually from 46 µM), for inactives: at the top dose activity change, negative = cytotoxicity, most hits filed as inhibitors; 0.16% of 390,000 active; also: potency is read from the fitted curve at half-maximal effect; % is scaled to controls: 0 for no effect and ±100 for the full control effect
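A549 ARE-Fluc cells in 5% FBS OPTI-MEM, 5000 cells/well, rested 2 h then exposed to compounds in concentration-response for 18-24 h at 37 °C. Viability by CellTiter-Fluor fluorescence (Ex 405/Em 525) after 30 min; luciferase luminescence (BugLite, 15 min, RT) read afterwards.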
HepG2 viability = HepG2 cytotoxicity, counter-screen for TGF-b inhibitors; HepG2 CAGA-GFP viability, ATP luminescence, 18 h; Potency, µM (top dose mostly 46.1 µM), for the others: top-dose activity change, negative = cytotoxicity, usual class: cytotoxic; 0.76% of 410,000 active; also: potency is read from the fitted curve at half-maximal effect; some results filed as inactive show a strong effect at the top dose
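HepG2 CAGA-GFP cells (1000/well, DMEM with 1% FBS) received compound, then TGF-beta at 500 pg/mL final, and were incubated 18 hours at 37 degrees C. Viability was read by CellTiter-Glo luminescence. Media-only wells were set as complete cell-killing and DMSO as no toxicity.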
ATXN viability = reduces viability in counter-screen for ATXN expression inhibitors | 0.49% of 400,000 active | S2 cells (HEK-293 line with an ATXN2-luciferase reporter) viability, CellTiter-Fluor protease fluorescence, 24 h | Potency, µM (doses to about 56.7 µM), most hits filed as cytotoxic; also: potency is read from the fitted curve at half-maximal effect; nearly all actives have a fitted effect of over 40% in size
IL1B secr inh = inhibitors of inflammasome signaling (IL-1 beta secretion). THP-1 LPS/ATP IL-1B secretion, AlphaLISA, 16 h; stronger effect = lower value. activity change, % at 57.5 µM. 4.7% of 360,000 active. AID 743279; in the data active = activity change below about -50%; inconclusive = mostly about -30% to -49%; also: % is scaled to controls: 0 for no effect and ±100 for the full control effect
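Secreted IL-1B measured by AlphaLISA bead assay after 16 h compound exposure of THP-1 cells; compounds (final up to 57.5 uM) added 1 h before LPS (250 ng/mL) and ATP (1.25 mM) stimulation; lower signal means less secretion.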
MCF10A rerep = DNA re-replication induction in MCF 10a cells; MCF 10A DNA re-replication, Hoechst nuclear intensity, 48 h; Potency, µM (top dose mostly 46.1 µM), inactives show at the highest dose activity, positive = re-replication, usual class: activators; 2.9% of 350,000 active; AID 624296; also: potency is read from the fitted curve at half-maximal effect; % of control where 0% means no effect; nearly all actives have a fitted effect of over 50% in size
ATXN2 expr inh = ATXN2 expression inhibition | HEK-293 ATXN2-luciferase reporter, luminescence, 24 h | Potency, µM (titrated, usually from 57 µM), without a hit: top-dose activity change, negative = inhibition, actives largely listed as inhibitors | 0.72% of 360,000 active; also: potency is read from the fitted curve at half-maximal effect; % is scaled to controls: 0 for no effect and ±100 for the full control effect; nearly all actives have a fitted effect of over 55% in size
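ATXN2-luciferase reporter cells (luciferase flanked by upstream and downstream ATXN2 gene portions) were treated 24 h at 37 °C with compounds at up to 57 uM. SteadyGlo luminescence gave expression; GF-AFC fluorescence gave viability.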
Nrf2 block = Nrf2 pathway inhibition; A549 ARE-Fluc reporter, luciferase luminescence, 18-24 h; 2.1% of 360,000 active; AID 504444; Potency, µM (series often up to 46 µM), without a hit: at the top dose activity change, negative = inhibition, hits mostly inhibitors; also: potency is read from the fitted curve at half-maximal effect; % is scaled to controls: 0 for no effect and ±100 for the full control effect; nearly all actives have a fitted effect of over 60% in size
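A549 ARE_Fluc cells (5000/well, 5% FBS OPTI-MEM) pre-incubated 2 h, then treated with compounds 18-24 h at 37C/5% CO2 in concentration-response. CellTiter-Fluor viability read first; BugLite luciferase luminescence after 15 min at room temperature gives Nrf2 activity.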
Nrf2 activator = Nrf2 pathway activation; AREc32 ARE-luciferase reporter (MCF7-derived line), luminescence, 24 h; Potency, µM (series often up to 46.1 µM), inactives show at the highest dose activation, hits mostly activators; 0.31% of 410,000 active; also: potency is read from the fitted curve at half-maximal effect; % of control where 0% means no effect; nearly all actives have a fitted effect of over 65% in size
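Steps: seed AREc32_Fluc cells (1000/well, 5% FBS OPTI-MEM); incubate overnight at 37 deg C; add 23 nL compound; incubate 24 hr; add Steady-Glo; hold 30 min RT; read luminescence.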
TGFb inhibitor = blocks TGF-b signaling. HepG2 CAGA-GFP TGF-b/SMAD3 reporter, GFP fluorescence, 18 h; TGF-beta stimulated, 500 pg/mL final. Potency, µM (top dose mostly 46.1 µM), for the others: at the top dose activity, negative = inhibition, most hits filed as inhibitors. 1.2% of 410,000 active. AID 588855; also: potency is read from the fitted curve at half-maximal effect; % is scaled to controls: 0 for no effect and ±100 for the full control effect; nearly all actives have a fitted effect of over 65% in size
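Per well, imaged GFP fluorescence of HEPG2 CAGA-GFP cells gives the signal; cells get compound, then TGF-beta (500 pg/mL final), 18 h at 37 degrees C; %Activity versus -TGF-beta and +DMSO controls.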
* marks the source's active call; other numbers are inactive results; i = inactive; ? = inconclusive; nt = no result given; & = joins results of further samples; [ ] = dose if it differs, or a comment. Unless noted, calls follow the shape of the dose curve; as a rule, active = well fitted curve in the direction sought with a large enough effect; inconclusive = small, poorly fitted or top-dose-only effect, or another doubt; inactive = no such curve, though single readings can be large; an effect the other way counts as inactive or inconclusive. Some of the compounds tested; count on the stated rates, not on these rows.

The line under a structure holds: Nrf2 block	HepG2 viability	TGFb inhibitor	A549 tox	MCF10A rerep	Nrf2 activator	IL1B secr inh	ATXN viability	ATXN2 expr inh
> CN(C)CCN=Cc1c(O)n(CCC2=CCCCC2)c(=O)[nH]c1=O
    nt	-3%	-11%	-3%	-1%	-0.2%	-18	i	-11%
> Cc1cc[n+](Cc2ccccc2)cc1
    18µM*	-13%	0%	-1%	4%	-0.4%	37	i	-10%
> COC(=O)C1=C(c2cccc(OCc3ccccc3)c2)C[C@@H]2CC[C@H]1N2C(=O)NCc1ccc(C(F)(F)F)cc1
    ?	-2%	-13%	-11%	6%	-0.1%	-55*	?	-17%
> N#Cc1ccc(NC(=O)CN2CCN(C(=O)c3cccs3)CC2)cc1Cl
    -11%	-5%	0%	-3%	10%	1.6%	-4	i	2%
> CCC(C)C12CN3CCN(CC(C)(C3)C1=O)C2 (centres undefined)
    nt	-2%	1%	0%	13%	0.1%	30	i	-6%
> CP(C)(=O)CCC(=O)O
    nt	-34%	-2%	1%	0%	-0.2%	13	i	-11%
> COc1ccc(NC2(C#N)CCCCC2)cc1
    -3%	9%	10%	-1%	-23%[9.22 µM]	0.6%	1	i	30%[activator]
> CCOC(=O)CNC(=O)N1Cc2cc(-c3ccc(OC)cc3)ccc2-n2nncc2C1
    nt	0%	-7%	nt	nt	4.8%	7	i	1%
> CC(CN1CCOCC1)OC(=O)Cc1ccccc1 (centres undefined)
    2%	-9%	0%	3%	-1%	0.2%	-9	i	-8%
> COc1cccc(-n2c(SCC(=O)c3ccc(Cl)cc3)nc3c([nH]c4ccccc43)c2=O)c1
    nt	-8%	?	-27%	nt	3.3%	nt	i	2%
> COC(=O)C1=C(c2c(C)noc2C)C[C@@H]2CC[C@H]1N2C(=O)N1CCC(O)CC1
    -8%	-9%	-5%	4%	-7%	0.0%	22	i	6%
> C=C1N2CCC(CC2)C1(O)c1ccc(C)c(C)c1 (centres undefined)
    -27%	-9%	-2%	-1%	-3%	-0.9%	0	i	-6%
> O=P(Nc1cccc(Cl)c1)(Oc1ccccc1)Oc1ccccc1
    ?	-41%	?	-5%	?	4.4%	-11	?	-7%
> N[C@@H](Cc1c[nH]c2ccccc12)c1nnc(SCc2ccccc2F)o1
    -20%	-26%	0%	-6%	29%	-1.0%	-22	i	-3%
> O=C1NC(=O)N(c2ccc(F)cc2)C(=O)/C1=C/c1ccc(N2CCOCC2)cc1
    4%	-2%	6%	-16%	2%	1.7%	10	i	-20%
> O=C1NC(=O)C2(Cc3cc([N+](=O)[O-])ccc3N3CCN(C(=O)c4ccccc4)CC32)C(=O)N1 (centres undefined)
    3%	-31%	?	?	-2%	0.0%	6	i	-15%
> Cc1cc(OC(C)C(=O)NCc2cccnc2)c2c3c(c(=O)oc2c1)CCC3 (centres undefined)
    -7%	7%	18%	-1%	7%	-0.6%	-2	i	4%
> NC(=O)Nc1ccc(C(=O)OCC(=O)Nc2ccc(Cl)cc2C(=O)c2ccccc2)cc1
    0%	4%	8%	-3%	?	0.1%	25	i	5%
> CCC(N)Cc1c[nH]c2ccccc12 (centres undefined)
    0%	-22%	8%	0%	7%&10%	0.9%	-7	?	nt
> CCCCn1nnnc1C(c1ccnc2ccccc12)N1CCC2(CC1)C(=O)NCN2c1ccccc1 (centres undefined)
    nt	-9%	-26%	nt	nt	-0.5%	-14	?	6%
> COc1ccc2c(c1)NP(=S)(c1ccccc1)N2 (centres undefined)
    ?	-4%	0%	3%	0%	0.3%	-13	i	47%[activator]
> Cc1ccc2c(c1Cl)NC(C(=O)O)C1CC(Sc3ccccc3[N+](=O)[O-])C(Cl)C21 (centres undefined)
    -29%	-39%	7%	-13%	8%	0.3%	18	i	-14%
> CC1=C(C(=O)N2CCC3(CC2)OCCO3)C2(CCC(C)CC2)OC1=O (centres undefined)
    5%	2%	-8%	9%	-5%	0.0%	132	i	1%
> COc1ccc(CCNCc2ccc(OC)c(OC)c2OC)cc1
    13%	-28%	?	-6%	-3%	-0.3%	11	i	2%
> C[C@]12CCC3C(CC[C@H]4C[C@@H](O)CC[C@]34C)C1C[C@@H](O)[C@]2(C)O (some centres undefined)
    -9%	10%	8%	2%	-7%	0.2%	11	i	-1%
> Cc1nn(Cc2ccc(Cl)cc2Cl)c(Cl)c1C(=O)NC1CCCc2ccccc21 (centres undefined)
    3%	5%	0%	4%	6%	-0.8%	25	i	-5%
> COc1ccc(C(c2nnnn2Cc2ccccc2)N2CCC3(CC2)C(=O)NCN3c2ccccc2)cc1 (centres undefined)
    nt	-1%	11µM*	nt	nt	0.1%	-58*	?	-6%
> O=[N+]([O-])c1ccc(N2CCOCC2)c2ccncc12
    ?	4%	4%	-21%	-5%	2.7%	45	i	-2%
> Cc1cc(C)c(NC2=NCCS2)cc1C
    nt	-22%	7%	nt	nt	-0.5%	28	i	nt
> COc1cc2c(cc1OC)-c1c(OC)c(OC)cc3c1[C@H](C2)N(C)CC3
    8%	-21%	-2%	-2%	13%	-0.7%	-1	i	-6%
> O=c1[nH]c2ccccc2n1C1CCN(C(c2cccc3ccccc23)c2nnnn2-c2ccc3c(c2)OCCO3)CC1 (centres undefined)
    nt	-13%	?	nt	nt	-1.3%	-26	?	-22%
> CC1CC2(C)C(CCC3C2CCC2(C)C(OP(=O)(N4CC4)N4CC4)CCC32)CC1=O (centres undefined)
    -25%	-29%	-3%	0%	13µM*	0.0%	10	?	-3%
> CC(C)(C)n1nnnc1C(C1CC1)N1CCC2(CC1)C(=O)NCN2c1ccccc1 (centres undefined)
    nt	9%	?	nt	nt	-0.5%	-21	?	-6%
> COc1ccc(-n2c(CN3CCOCC3)nc3ccccc3c2=O)c(OC)c1
    5%	-3%	2%	1%	0%	0.5%	-5	?	nt
> CC(C)CCOP(N)(=O)Oc1ccccc1 (centres undefined)
    1%	4%	6%	-3%	2%	0.0%	-19	i	4%
> CC1(C)C(C(=O)N2CCN(c3ccc(Cl)cc3)CC2)C1(C)C
    -20%	-23%	-17%	-3%	15%	-0.2%	-3	i	?
> Cc1ccc(OC(=O)N(C)C[C@@H]2OCc3cnnn3CCCC(=O)N([C@H](C)CO)C[C@H]2C)cc1
    nt	-69%	-1%	nt	nt	0.0%	31	i	1%
> O=c1[nH]c(=O)n(-c2cccc(F)c2)c(O)c1/C=C1\C=Nc2ccccc21
    21%	-14%	?	-3%	?	10%	-8	i	10%
> COc1cc2c(cc1OC)C13CCN4CC5=CCOC(CC(=O)O)C(C5CC41)C3N2 (centres undefined)
    -3%	-20%	-8%	-8%	-2%	-0.8%	3	i	0%
> CCCCn1c(O)c(C(C)=Nc2cccc(C(=O)O)c2)c(=O)[nH]c1=O
    19%	-36%	24%	-10%	-3%	0.1%	24	i	-2%
> Cc1c(C=C2C(=O)N(C)C(=S)N(C)C2=O)c2ccccc2n1CC(=O)NCC1CCCO1 (centres undefined)
    8%	1%	0%	-13%	6%	0.9%	-6	i	-14%
> CCC(C)n1c(O)c(C=NCC2CCCO2)c(=O)[nH]c1=S (centres undefined)
    1%	27%	18%	-2%	4%	0.1%	-4	i	-7%
> O=C1C=C2c3ccccc3CC(C(=O)O)C2CC1 (centres undefined)
    nt	6%	-1%	nt	nt	0.3%	22	i	4%
> CCCN1CCC[C@H](c2cccc(O)c2)C1
    5%	6%	13%	-2%	26%&2%	-1.0%	-8	i	1%
> COC(=O)[C@@]1(C#N)[C@@H]2C=CC(C(C)=O)=CN2[C@@H](C(N)=O)[C@@H]1c1ccc(F)cc1
    -8%	14%	27%	0%	5%	1.8%	-15	i	11%
> CCCCCCN=Cc1c(O)n(C)c(=O)n(C)c1=O
    5%	4%	2%	-8%	4%	-0.6%	-19	i	34%
> CCOC(=O)N(C)c1ccc(C(O)(C(=O)OC)C(F)(F)F)cc1 (centres undefined)
    -1%	0%	7%	-4%	-2%	-0.3%	18	i	7%
> CCN1C(=O)CC(=O)N(CC)C1=S
    nt	-20%	-11%	nt	nt	-0.1%	-11	i	nt
> Cc1ccc(Cn2nnnc2CN2CCC(n3nnc4cc(C)ccc43)CC2)cc1
    ?	-2%	-3%	-7%	5%	-0.6%	?	i	35%[activator]
> O=P(Oc1ccccc1)(Oc1ccccc1)N1CCN(c2ccc(F)cc2)CC1
    -8%	6%	?	-16%	?	3.5%	-28	i	-19%
> COC(=O)C1=C(c2c(C)noc2C)C[C@@H]2CC[C@H]1N2C(=O)N1CCCCC1
    11%	-6%	-1%	-3%	3%	-1.2%	-2	i	1%
> O=c1[nH]c(=S)n(C2CCCCC2)c(O)c1C=NCCN1CCOCC1
    16%	117%	20%	0%	19%	-0.5%	-19	i	nt
> Cc1[nH]c2ccc(OC(=O)N3CCOCC3)cc2c1C(=O)OC(C)C
    ?	-33%	?	0%	0%	0.0%	-2	i	-22%
> CN(Cc1cccc(-c2cccnc2)c1)C(=O)Oc1ccc([N+](=O)[O-])cc1
    nt	nt	nt	nt	nt	-0.8%	-25	?	-2%
> CCc1ccc(-n2c(=O)c3sc4ccccc4c3n(CC(=O)NC3CCCC3)c2=O)cc1
    14%	-2%	1%	1%	nt	0.2%	nt	?	0%
> COC(=O)C1=C(c2ccc(OC)c(OC)c2)C[C@@H]2CC[C@H]1N2C(=O)N1CCCCC1
    -3%	-9%	0%	0%	14%	0.1%	20	i	-13%

Assay outcomes from PubChem BioAssay.
